# Screening data deposited in PubChem BioAssay by The Scripps Research Institute Molecular Screening Center.
# GBA activity up = GBA activity enhancers in patient fibroblasts, primary screen, cell-based; AID 784, 2007; activation, % at 10 µM; L444P Gaucher fibroblasts, 4-MU-glucoside fluorescence, 3 days; Lysosomal acid glucosylceramidase (Homo sapiens), P04062; 0.44% of 30,000 active; in the data active means activation above about 65%;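 further: 0% = vehicle wells and 100% = positive control wells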
# Target sequence (P04062 whole entry L483P): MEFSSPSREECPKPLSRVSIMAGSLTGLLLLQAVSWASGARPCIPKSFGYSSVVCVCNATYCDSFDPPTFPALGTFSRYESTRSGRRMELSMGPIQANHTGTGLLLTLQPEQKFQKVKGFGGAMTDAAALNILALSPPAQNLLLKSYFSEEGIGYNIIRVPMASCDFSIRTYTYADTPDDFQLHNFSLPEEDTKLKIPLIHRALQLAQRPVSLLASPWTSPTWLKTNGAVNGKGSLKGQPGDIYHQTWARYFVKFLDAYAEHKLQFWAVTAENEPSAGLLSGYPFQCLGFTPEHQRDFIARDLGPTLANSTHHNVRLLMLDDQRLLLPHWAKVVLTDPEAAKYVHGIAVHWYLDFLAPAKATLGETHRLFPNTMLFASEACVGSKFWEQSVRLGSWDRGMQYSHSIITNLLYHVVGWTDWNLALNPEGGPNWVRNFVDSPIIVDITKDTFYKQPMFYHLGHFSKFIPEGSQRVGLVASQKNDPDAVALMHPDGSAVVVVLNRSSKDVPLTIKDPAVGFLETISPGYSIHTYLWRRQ
# Numbers without * were called inactive.
SMILES,GBA activity up
CCCS(=O)(=O)N1CCCC(C(=O)NCCCN2CCN(c3ccc(F)cc3)CC2)C1 (stereo not given),-17
Cc1sc2nc(SCC(=O)Nc3c(C)n(C)n(-c4ccccc4)c3=O)n(C)c(=O)c2c1C,-3
Cc1ccc(Cn2ccc(NC(=O)c3cc(-c4cccs4)on3)n2)cc1,-1
CC1CCCC(C(=O)OCc2ccccc2)N1 (stereo not given),-10
CC(=NCc1ccccc1)C1=C(O)COC1=O,-30
Cn1c(=O)c2c(SCC(=O)N3CCCc4ccccc43)nc(C3CC3)nc2n(C)c1=O,-19
CCn1c(SCC(=O)Nc2nnc(C)s2)nnc1-c1ccco1,-36
C=CCOC(=O)C1C(=O)CC(C)(O)C(C(=O)OCC=C)C1c1ccc(OCC)cc1 (stereo not given),-21
c1ccc(-c2nc(C3CCCCC3)no2)cc1,-11
Cc1cnc(C(=O)OCC(=O)NC2CCCCC2)cn1,-4
COCCCNC(=O)C1CC(=O)N(Cc2ccc(OC)cc2)C1 (stereo not given),7
Cn1c(C(=O)N2CCCc3ccccc32)cc2sccc21,0
CCOC(=O)C1CCCN(Cc2ccccc2C)C1 (stereo not given),4
O=C(CN(C1CCCCC1)S(=O)(=O)c1ccccc1)NCc1cccnc1,0
CC(=O)N1CCc2cc(S(=O)(=O)NCCC(=O)NC3CCN(Cc4ccccc4)CC3)ccc21,-6
CCOc1ccc(C2C(C(=O)O)c3ccccc3C(=O)N2CCN2CCOCC2)cc1 (stereo not given),-6
COc1ccc(-n2nnnc2SCC(=O)c2ccc3c(c2)OCCO3)c(OC)c1,7
CCN(CC)c1ccc(NC(=O)c2cncc(Br)c2)cc1,-1
CN1CCN(C(c2cccnc2)c2ccc3cccnc3c2O)CC1 (stereo not given),21
O=C(O)CCn1nnc(-c2cccs2)n1,-5
CC(C)(C)N(Cc1cc2ccccc2[nH]c1=O)C(=O)C1CCCCC1,12
CCC(=O)Nc1ccc(Cl)c(NC(=O)c2cccnc2)c1,-60
O=C(Nc1ccc(CN2CCOCC2)cc1)c1ccc(-c2ccc(Br)cc2)o1,5
CCCS(=O)(=O)N1CCCC(C(=O)NCCCOCC)C1 (stereo not given),-5

# Some of the entries above in another layout:
Molecule: CCOc1ccc(C2C(C(=O)O)c3ccccc3C(=O)N2CCN2CCOCC2)cc1 (stereo not given)
- GBA activity up: -6

Molecule: COc1ccc(-n2nnnc2SCC(=O)c2ccc3c(c2)OCCO3)c(OC)c1
- GBA activity up: 7

Molecule: CCN(CC)c1ccc(NC(=O)c2cncc(Br)c2)cc1
- GBA activity up: -1

Molecule: CN1CCN(C(c2cccnc2)c2ccc3cccnc3c2O)CC1 (stereo not given)
- GBA activity up: 21

# New compounds follow:
SMILES,GBA activity up
CCOC(=O)CCc1c(C)nc2cc(C3CCCN(C(=O)OC(C)(C)C)C3)[nH]n2c1=O (stereo not given),1
CSc1ncccc1C(=O)OCc1ccccc1,6
COc1ccc(-c2cn3cc(Cl)ccc3n2)cc1OC,-6
CCN(C(=O)c1sc(N)c(C#N)c1C)C1CCCCC1,6
CCCOC(=O)C1=C(C)NC2=C(C(=O)CCC2)C1c1ccc(N(C)C)cc1 (stereo not given),19
COc1ccc(CC(=O)N2CCN(C(=O)Cc3ccc(OC)cc3)CC2)cc1,43
COc1ccc(C(=O)N2CCN(c3nc4cc(C)ccc4cc3C#N)CC2)c(OC)c1,-37
O=C1C(C2=C(O)c3ccccc3C2=O)=Nc2ccccc21,-36
CCCC(=O)Nc1c2c(nn1-c1ccc(OC)cc1)CS(=O)C2 (stereo not given),-14
CCOc1cc(C)c(S(=O)(=O)Nc2ccc(Cl)cn2)cc1C,8
O=C(CSC1=Nc2ccccc2C2=NC(CC(=O)NCc3ccco3)C(=O)N12)NCC1CCCO1 (stereo not given),-3
O=C1CC(N2CCN(c3nc4ccccc4s3)CC2)C(=O)N1c1ccc(F)cc1 (stereo not given),-9
Cc1cc(Cl)ccc1OCc1nc(-c2ccc(O)cc2)n[nH]1,-19
CCc1nnc(SCc2ccc(OC)c(Br)c2)n1N,-23
COc1ccc(C)cc1NC(=O)CSc1nnc(-c2ccc(OC)c(OC)c2)n1N,-13
CCCCn1nnnc1NCc1ccc(N2CCCC2)cc1,-3
Cc1ccc(C(=O)NCC(=O)OCC(=O)c2c(N)n(C)c(=O)n(C)c2=O)s1,-3
c1csc(-c2nnsc2-c2nc3ccccc3[nH]2)c1,8
C=CCNc1sc(C(=O)c2cccs2)c(N)c1C#N,-5
Cc1ccc(C(=O)Nc2cccc(C(=O)O)c2)cc1S(=O)(=O)N1CCCCC1,-5
CCOC(=O)C1(C)NC(c2cc(OC)c(OC)c(OC)c2)C2C(=O)N(CC)C(=O)C21 (stereo not given),11
CCCCC(=O)Nc1cccc(NC(=O)c2ccc(Br)o2)c1,-37
Cc1occc1C(=O)Nc1cc(C(F)(F)F)ccc1Cl,-6
O=C(COn1nnc2ccc(C(F)(F)F)cc21)Nc1nnc(-c2ccccc2)o1,0
COc1cccc(C2=NOC(C(=O)Nc3cccnc3)C2)c1 (stereo not given),-5
COc1ccc(-c2cc(C(=O)Nc3c(C)nn(Cc4ccc(Cl)cc4)c3C)no2)cc1,-66
CC(=O)N(CC(C)(C)CC=C(C)C)c1ccccc1,-8
CCOC(=O)c1nn(-c2ccccc2)c(C#N)c1NC(=O)c1nn(CC)cc1Br,-1
CN1CCC2(CC1)NC(=O)NC2=O,-12
O=C(O)c1ccc(COc2ccc(Cl)cc2)o1,19
COc1ccc(C2C(C#N)=C(/N=C/N3CCN(C)CC3)OC3=C2C(=O)CC(C)(C)C3)cc1OC (stereo not given),-62
COC(=O)c1ccccc1NC(=O)n1cc(C)cn1,19
Cc1cc(C(=O)NCc2ccc(S(N)(=O)=O)cc2)cs1,-2
COCCn1nnnc1C(c1cc2ccc(OC)cc2[nH]c1=O)N1CCc2ccccc2C1 (stereo not given),3
CCC(=O)n1nc(-c2ccc(OC)cc2)nc1N,-8
CCOc1ccc(-c2nnn(CC(=O)Nc3cc(OC)ccc3OC)n2)cc1OCC,-39

# Among those listed so far, 2 contain a CF3 group:
SMILES,GBA activity up
Cc1occc1C(=O)Nc1cc(C(F)(F)F)ccc1Cl,-6
O=C(COn1nnc2ccc(C(F)(F)F)cc21)Nc1nnc(-c2ccccc2)o1,0

# (next part)
SMILES,GBA activity up
CCOC(=O)CNC(=O)c1cn(CC)c(=O)c2cc(OC)c(OC)cc12,-12
O=C(COc1nc2ccccc2nc1N1CCOCC1)N1CCc2ccccc21,-21
Cc1ccc(N2CC(C(=O)NCc3ccccn3)CC2=O)cc1 (stereo not given),-4
O=C(CCC1COc2ccccc2O1)N1CCCC1 (stereo not given),7
C=CCOC(=O)c1sc(NC(=O)c2ccco2)nc1C,-1
OC(c1ccc2c(c1)OCO2)c1nccc2ccccc12 (stereo not given),-7
N#CC1=C(N)Oc2c(oc(CO)cc2=O)C1c1cccs1 (stereo not given),-1
O=C(CCC(=O)OCC(=O)c1ccccc1)NC1CCCCC1,-14
CCOC(=O)c1ccc(NC(=O)CN2CCc3ccccc3C2)cc1,-6
O=C(O)CCCNCc1ccccc1F,-9
CC1(C)Cc2ccccc2-c2nnc(SCC(=O)N3CCN(c4ccccc4)CC3)n21,-17
CSc1oc(-c2ccco2)nc1S(=O)(=O)c1ccc(Br)cc1,-15
CN(CC(=O)NCc1cccc(F)c1)C(=O)c1ccco1,2
CC[N+](C)(C)Cc1ccccc1Br,-30
COCCSc1nnc(NS(=O)(=O)Cc2ccccc2)s1,-1
Cc1cccc(-c2nc(CSCC(=O)N3CCN(Cc4ccc5c(c4)OCO5)CC3)c(C)o2)c1,-51
OC(COc1ccc2ccccc2c1)CN1CCCC1 (stereo not given),-25
O=C(c1ccc(Br)o1)N1CCN(c2ccccc2F)CC1,1
CSc1ccc(S(=O)(=O)Nc2ccc(NC(C)=O)cc2)cc1,-60
CCOC(=O)c1ccccc1NC(=O)c1ccccc1NS(C)(=O)=O,-18
CCOc1ccc(N2CC(C(=O)Nc3ccc(F)cc3F)CC2=O)cc1 (stereo not given),-3
COC(=O)c1ccc(NC(=O)Cc2ccccc2)cc1,-24
Cc1ccc(N2CC(C)Cn3c2nc2c3c(=O)n(CC(=O)OCc3ccccc3)c(=O)n2C)cc1C (stereo not given),10
COc1ccc(CCNC(=O)c2ccc(NS(=O)(=O)c3c(C)noc3C)cc2)cc1OC,11

# 5 consecutive records already listed, for reference:
SMILES,GBA activity up
O=C(c1ccc(Br)o1)N1CCN(c2ccccc2F)CC1,1
CSc1ccc(S(=O)(=O)Nc2ccc(NC(C)=O)cc2)cc1,-60
CCOC(=O)c1ccccc1NC(=O)c1ccccc1NS(C)(=O)=O,-18
CCOc1ccc(N2CC(C(=O)Nc3ccc(F)cc3F)CC2=O)cc1 (stereo not given),-3
COC(=O)c1ccc(NC(=O)Cc2ccccc2)cc1,-24

# The main list resumes, starting 2 compounds before the break.
SMILES,GBA activity up
Cc1ccc(N2CC(C)Cn3c2nc2c3c(=O)n(CC(=O)OCc3ccccc3)c(=O)n2C)cc1C (stereo not given),10
COc1ccc(CCNC(=O)c2ccc(NS(=O)(=O)c3c(C)noc3C)cc2)cc1OC,11
COCc1cc(C)n(CC(=O)NC(C)c2ccccc2)c(=O)c1C#N (stereo not given),-2
O=C(NCC(=O)N(Cc1ccccc1)C(C(=O)NC1CCCC1)c1ccco1)c1ccco1 (stereo not given),-11
CCN(Cc1ccccc1)S(=O)(=O)c1ccc(C(=O)Nc2nnc(-c3ccccc3OC)o2)cc1,0
CCOC(=O)c1nnn(-c2nonc2N)c1CN(C)C1CCCCC1,23
CCC(CC)C(=O)Nc1cc(C)cc(C)c1,-9
CCOC(=O)C(C(=O)Nc1ccccn1)C1CCCCC1 (stereo not given),-37
O=C(O)CCCn1nc(C(F)(F)F)c2c1CCCCC2,1
CCn1c(SCC(=O)Nc2cc(C)on2)nc2sc(C)c(C)c2c1=O,-13
Cc1cc(S(=O)(=O)NCCN2CCOCC2)c(C)s1,8
Cn1c(N)c(C(=O)CSc2ccc3c(c2)OCCO3)c(=O)n(C)c1=O,-14
COc1ccccc1NC(=O)CN1CCN(CC(=O)Nc2ccc(OCc3ccccc3)cc2)CC1,-54
CCCC(c1nnnn1C(C)(C)CC)N(Cc1ccco1)Cc1cc2ccc(OC)cc2[nH]c1=O (stereo not given),-3
Cc1ccc(NC(=O)c2nnn(-c3cc(C)cc(C)c3)c2N)cc1,11
COCCn1c(CN2CCN(c3ccc(F)cc3)CC2)nc2c1c(=O)n(C)c(=O)n2C,-2
CC1(C)CC(=O)c2c(nn(-c3ccccc3)c2N)C1,5
Oc1ccc(CNc2ccccc2)c2cccnc12,-2
c1ccc2c(c1)N1CCN=C1N2CCN1CCCCC1,-1
CSCCOC(=O)C1=C(C)NC(=O)CC1c1ccccc1Cl (stereo not given),-44
CN(c1ccc(C(=O)Nc2ccccc2C(F)(F)F)cc1)S(C)(=O)=O,-33
O=C(NC12CC3CC(CC(C3)C1)C2)c1cncc(O)c1,2
COCCn1nnnc1C(c1cc2c(C)cc(C)cc2[nH]c1=O)N1CCCCCC1 (stereo not given),-22
COc1ccc2nc(NCCO)[nH]c2c1,6
CSCC[C@H](NC(=O)OC(C)(C)C)c1nnc(SCc2cccc(F)c2)o1,-16
COc1ccc(-c2cc(C(F)(F)F)nc(S(=O)(=O)CCC(=O)N3CCOCC3)n2)cc1,3
Cn1c(=O)cc(OCCCC(=O)NCCCN2CCN(Cc3ccccc3)CC2)c2ccccc21,-11
CC1CN(C(=O)c2ccncc2)CC(C)O1 (stereo not given),-77
NC(=O)C1CCN(C(=O)CCCCCn2c(=O)[nH]c3ccsc3c2=O)CC1,18
CN1CCN(CC(O)COc2ccc(OCC(O)CN3CCN(C)CC3)cc2)CC1 (stereo not given),-15
CCOC(=O)CCc1c(C)n(CC)c2cc(-c3ccccc3OC)nn2c1=O,-14
COc1ccc(C)cc1Cn1c(S(C)(=O)=O)nc2ccccc21,-21
COc1ccc(C2C3=C(CCCC3=O)Nc3nc4ccccc4n32)c(OC)c1OC (stereo not given),-15
CCCc1cc(=O)n2[nH]c(NCc3cccs3)nc2n1,-7
Cc1c(NC(=O)CN2c3cccc4cccc(c34)S2(=O)=O)c(=O)n(-c2ccccc2)n1C,-26
COCCSc1ccccc1C(=O)Nc1nnc(C)s1,-5
CCOc1ccccc1Nc1nc2ccccc2[nH]1,-11
Nc1nc(SCC(=O)N2CCCc3ccccc32)[nH]c(=O)c1-c1ccccc1,-8
Cc1cc(C)nc(N2CCN(c3nnnn3-c3ccccc3)CC2)n1,-35
CC(=O)OCC(=O)[C@@]12OC3(CCCC3)O[C@@H]1C[C@H]1[C@@H]3CCC4=CC(=O)C=C[C@]4(C)[C@@]3(F)[C@@H](O)C[C@@]12C,-30
CCCCCCNS(=O)(=O)c1ccc(OC)c(OC)c1,-20
CCOc1ccc(C(=O)N2CCC(C(=O)c3ccc4c(c3)OCCO4)CC2)cc1,-63
COc1cccc(OCC(O)CN2C(C)CCCC2C)c1 (stereo not given),-29
COc1cc2c(cc1OC)C(c1cc3cc(OC)c(OC)cc3[nH]c1=O)N(C(=O)C1CC1)CC2 (stereo not given),-11
O=C(CSc1nc2ccsc2c(=O)n1NC(=O)c1ccccc1)NCc1ccco1,-4
CCc1nc(SCC(N)=O)c2c(=O)n(C)c(=O)n(C)c2n1,-6
O=C(NCc1ccc2c(c1)OCO2)c1ccc2c(c1)C(=O)N(CC1CCCO1)C2=O (stereo not given),-13
Cc1ccc(S(=O)(=O)N2CCC(C(=O)N[C@@H](C)C(=O)NC3CCCCC3)CC2)cc1,-10
CCn1c2ccccc2c2cc(NC(=O)C3CCN(S(=O)(=O)c4cccs4)CC3)ccc21,-13
Cc1ccc(C2C(C#N)=C(N)Oc3n[nH]c(-c4cccs4)c32)s1 (stereo not given),-3
Cc1ccc(Nc2nc(=O)c3cccnc3s2)cc1,-25
C=CCOc1cccc(C2/C(=C(/O)c3ccc(F)cc3)C(=O)C(=O)N2CCN2CCOCC2)c1 (stereo not given),-1
O=C(Nc1nccs1)c1ccc(COc2ccccc2Br)o1,6
CCC(=O)n1nc(-c2ccccc2)nc1NCc1ccccc1,13
COC(=O)c1nnn(-c2ccccc2)c1N,-5
Cc1ccc(NC(=O)C(C)N2C(=O)C3CC=C(Cl)CC3C2=O)cc1 (stereo not given),-8

# These rows are one share of the data; rates above refer to the full screens.
